Source: PubChem BioAssay (several laboratories)
Autophagy HCS = modulators of autophagy. 0.98% of 190,000 active. calls only at 10 µM (by protocol). MEF GFP-LC3 puncta imaging; test concentration mostly 10 µM;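 active = percentage of spot-positive cells more than 3 SD above its plate mean, without a fluorescence outlier flag or 80% toxicity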;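 note: spot-positive cell cutoff set from DMSO-treated cells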
XIAP displacement = XIAP antagonists, biochemical, IAP family, fluorescence polarization (AID 1018); XIAP BIR domain, fluorescence polarization peptide displacement; higher % means a stronger effect; displacement, % at 20 µM; hits with a dose series show IC50 in µM; 0.007% of 200,000 active; in the data active = displacement above about 50%; note: a part of the inactive calls stands beside numbers as strong as those of hits
WT yeast gro inh = growth inhibition of WT yeast, mitochondrial fusion screen; mitochondrial fusion phenotypic screen, WT strain; inhibition, % at 10 µM; 2.1% of 190,000 active; in the data active = inhibition above about 58%; tested in S. cerevisiae
MT stabilizer = stabilizes microtubules in HeLa cells | HeLa tubulin immunostaining HCS, 24 h; share of cells brighter than vehicle mean+2SD | % tubulin-high responders, % at 10 µM | 0.83% of 200,000 active | AID 2205;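 active = plate Z-score above 3 for both tubulin-high and condensed-nucleus cell shares, with cell loss under 80%, at 10 µM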;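 note: anti alpha tubulin signal scored within the nucleus-defined area of each cell; some results filed as inactive read as strong as hits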
b-catenin transl = modulators of beta-catenin nuclear translocation; HeLa beta-catenin nuclear translocation, immunofluorescence imaging; nuclear translocation activity, % at 5 µM; 0.3% of 190,000 active; AID 1665;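 active = nuclear translocation activity above 50% at 5 µM, with a well cell count of 50 or more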;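 note: per-cell ratio of nuclear to cytoplasmic median beta-catenin stain intensity; plate controls were DMSO negative control for no effect and GSK-3 inhibitor IX positive control for full effect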
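Assay system: human HeLa cells, native beta-catenin; doses: 5 µM primary, 0.02–20 µM confirmation; incubation: compound treatment 24 h, 37°C, 5% CO2; technique: fluorescence imaging of beta-catenin antibody stain plus DAPI; measure: % activation, nuclear-to-cytoplasmic median beta-catenin signal ratio per cell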
CSM14.1 death rescue = rescue of cells from ER stress-induced death, primary screen, 384-well, CSM14.1, thapsigargin, ATP luminescence (AID 1222); 190,000 tested, under 10 active; CSM14.1 thapsigargin-induced death rescue, ATP luminescence; higher % means a stronger effect; cellular ATP content (survival), % at 20 µM; hits with a dose series show EC50 in µM;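 active = EC50 below 50 µM in the dose-response confirmation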;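 note: death triggered by thapsigargin at about 15 µM added after 2 h compound pretreatment; cell ATP read after overnight thapsigargin exposure of roughly 18 to 22 hours; normalized against plate controls of thapsigargin alone and 5% DMSO vehicle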
Ins promoter up = MIN6 insulin promoter up-regulation. MIN6 insulin promoter-GFP reporter, high-content imaging; active compounds read high. z-score at 5 µM. 0.3% of 190,000 active. AID 1625;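 active = z-score above 3 at 5 µM with at least 500 cells counted in the well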
Hep lipid drop = modulators of hepatic lipid droplet formation. AML12 mouse hepatocytes, oleate lipid droplets, BODIPY imaging. inhibition, % at 6.5 µM. 0.4% of 240,000 active;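 active = lipid droplet intensity inhibited by at least 50%, with more than 500 cells counted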
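Assay system: AML12 mouse liver cells | Compound dosing: One dose, 6.5 µM compound | Read-out basis: Droplet intensity reduction, % inhibition | Measured by: Fluorescence imaging, 20x objective, two fields per well | Schedule: Overnight treatment with compound plus oleate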
Dynein cargo inh = blocks dynein driven cargo transport along microtubules. 3617.4 mouse cells, GR-EGFP nuclear translocation imaging; test concentration mostly 20 µM; stimulated with dexamethasone, 1 µM; active compounds read low. z-score, hits read low. 0.47% of 220,000 active. AID 1381;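 active = plate z-score of nuclear minus cytoplasmic receptor signal below a set negative limit, without overly bright fluorescence or cell loss, cut at about -3.5 in these data, passing the limit was not always enough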;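 note: z-score of nuclear minus cytoplasmic ring GR-EGFP intensity difference per well; some compounds called inactive have numbers as strong as hits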
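Buffer or medium: tet-free, stripped-serum medium; reagent: dexamethasone at 1.0 µM final, 30 min; incubation: 48 h induction, 1 h compound, 30 min dex at 37 °C; measured by: formaldehyde fixation, Hoechst nuclear stain, 10x automated fluorescence imaging; read-out: nuclear-to-cytoplasmic GR-EGFP distribution per well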
WT yeast gro inh mutant strain = also measured in WT yeast gro inh; calls as there; inhibition, %; mitochondrial fusion phenotypic screen, mutant strain inhibition
Dynein cargo inh cytoplasmic EGFP = second read-out of Dynein cargo inh, no call of its own (marks repeat the call); z-score; measured here: cytoplasmic GR-EGFP intensity; active compounds read high
Dynein cargo inh nuclear GR-EGFP = second read-out of Dynein cargo inh, no call of its own (marks repeat the call); z-score; measured here: nuclear GR-EGFP intensity;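 lower value marks the stronger effect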
Dynein cargo inh cell count = further read-out of Dynein cargo inh, marked with its call; z-score; measured here: cell count per field
Ins promoter up cell count = further read-out of Ins promoter up, marked with its call; cell count; measured here: cytotoxicity, nuclei count;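 total cells summed across four imaged fields per well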
Hep lipid drop cells 6.5 µM = also measured in Hep lipid drop; calls as there; cell count; measured here: cell count, cytotoxicity flag;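 cells counted across two imaged fields per well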
b-catenin transl cell count 5 µM = further read-out of b-catenin transl, marked with its call; cell count; measured here: cell count, cytotoxicity flag
MT stabilizer Hoechst-high % = second read-out of MT stabilizer, no call of its own (marks repeat the call); % Hoechst-high responders; measured here: nuclear condensation Hoechst responders;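 share of cells brighter than vehicle mean plus two SD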
MT stabilizer cytotoxicity % = further read-out of MT stabilizer, marked with its call; toxicity, %; measured here: cytotoxicity by cell density;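 0% = mean cell density of plate MIN control wells and 100% = no cells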
Autophagy HCS cell loss 18 h = further read-out of Autophagy HCS, marked with its call; toxicity, %; measured here: cell loss, nuclei count;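 cell loss after 18 h compound exposure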
Numbers without * were called inactive; i = inactive; . = not tested or not shown.

SMILES | Autophagy HCS | Autophagy HCS cell loss 18 h | XIAP displacement | WT yeast gro inh | WT yeast gro inh mutant strain | MT stabilizer | MT stabilizer Hoechst-high % | MT stabilizer cytotoxicity % | b-catenin transl | b-catenin transl cell count 5 µM | CSM14.1 death rescue | Ins promoter up | Ins promoter up cell count | Hep lipid drop | Hep lipid drop cells 6.5 µM | Dynein cargo inh | Dynein cargo inh cytoplasmic EGFP | Dynein cargo inh nuclear GR-EGFP | Dynein cargo inh cell count
COc1ccccc1N(CC(=O)NCCc1ccccc1)S(C)(=O)=O | i | 1 | -2.9% | 1 | -7 | 2.7 | 1.8 | 10 | 1.8 | 1317 | -2.3% | 0.72 | 1211 | . | . | 0.23 | -0.21 | 0.22 | 0.059
COc1ccc(N2C(=O)/C(=C\c3ccco3)N=C2SCC(=O)NC(C)C)cc1Cl | i | 7 | -7.8% | -9 | -11 | 2.7 | 3.8 | 8.7 | -0.1 | 1094 | 3.6% | -0.59 | 1458 | -3 | 713 | 0.23 | -0.2 | 0.037 | -0.17
CCC(C)[C@H](NC(=O)[C@@H]1Cc2ccccc2CN1C(=O)OC(C)(C)C)C(=O)NCC1CCC(C(=O)O)CC1 (stereo partly drawn) | . | . | . | . | . | . | . | . | -0.7 | 1359 | . | 0.25 | 1019 | -21 | 715 | -0.036 | -0.19 | -0.035 | 0.39
Cc1ccc(OCc2ccc(C(=O)Nc3ccc(S(N)(=O)=O)cc3)o2)cc1 | i | 7 | -3.5% | 4 | 8 | 3.4 | 1.5 | 6.3 | -2.8 | 1172 | 0.4% | 0.9 | 1524 | 2 | 680 | 1.3 | -0.35 | 0.47 | -0.98
Cc1ccc(Nc2nc(N)nc(CN3CCN(c4ccccc4)CC3)n2)cc1Cl | i | 4 | -2.9% | 32 | 25 | 5.1 | 1.4 | 8.2 | . | . | -1.3% | -0.53 | 1352 | -11 | 739 | 4.1 | 0.1 | 3 | -2.4
COc1ccccc1CN1C[C@@H]2C[C@@H](c3cccc(C)c3)N3CCC[C@@]23C1=O | i | 16 | -0.3% | 8 | 14 | 4.1 | 1.9 | 1.0 | -0.3 | 1135 | -0.8% | 0.23 | 1362 | -19 | 670 | 0.41 | -0.13 | 0.4 | -0.39
O=C(Nc1ccc(Cc2ccncc2)cc1)C1CCC(N2C(=O)C3CC=CCC3C2=O)CC1 (stereo not drawn) | i | -8 | -3.0% | -2 | -2 | 1.2 | 1.7 | 7.9 | 1.6 | 1070 | 1.1% | -0.01 | 1247 | 9 | 760 | -0.19 | -0.33 | 0.079 | 0.19
O=C(NCc1n[nH]c(=S)n1-c1ccccc1)c1ccc(S(=O)(=O)N2CCCCC2)cc1 | i | 9 | -3.6% | 1 | 20 | 3.5 | 3.2 | 6.2 | -0.9 | 1174 | -9.3% | -0.81 | 1318 | -2 | 669 | -0.46 | -0.32 | 0.13 | 0.69
O=C(N/N=C/c1ccc(Cl)c([N+](=O)[O-])c1)c1ccc2nc[nH]c2c1 | i | -31 | -4.8% | -4 | -1 | 1.6 | 2.8 | 1.3 | -2.9 | 1027 | 0.1% | 0.01 | 1485 | . | . | -0.02 | -0.22 | 0.37 | 0.64
CC1CCCC(NC(=O)CNCc2ccccc2F)C1C (stereo not drawn) | i | 0 | -6.3% | -16 | 1 | 3.6 | 2.1 | 6.5 | -0.8 | 979 | -0.4% | . | . | -13 | 724 | 1 | -0.25 | 1 | -0.66

Sorted by the number under MT stabilizer Hoechst-high % (smallest number first): some entries from above
| Compound | MT stabilizer Hoechst-high % |
| --- | --- |
| Cc1ccc(Nc2nc(N)nc(CN3CCN(c4ccccc4)CC3)n2)cc1Cl | 1.4 |
| Cc1ccc(OCc2ccc(C(=O)Nc3ccc(S(N)(=O)=O)cc3)o2)cc1 | 1.5 |
| COc1ccccc1N(CC(=O)NCCc1ccccc1)S(C)(=O)=O | 1.8 |

Later entries:
SMILES | Autophagy HCS | Autophagy HCS cell loss 18 h | XIAP displacement | WT yeast gro inh | WT yeast gro inh mutant strain | MT stabilizer | MT stabilizer Hoechst-high % | MT stabilizer cytotoxicity % | b-catenin transl | b-catenin transl cell count 5 µM | CSM14.1 death rescue | Ins promoter up | Ins promoter up cell count | Hep lipid drop | Hep lipid drop cells 6.5 µM | Dynein cargo inh | Dynein cargo inh cytoplasmic EGFP | Dynein cargo inh nuclear GR-EGFP | Dynein cargo inh cell count
Cc1cc(=O)n2c3ccccc3n(CC(O)CN3CCCC3)c2c1C#N (stereo not drawn) | i | 24 | -4.1% | 6 | 12 | 4.2 | 1.6 | 0.8 | -0.6 | 1368 | -3.4% | 1.7 | 1615 | . | . | -0.3 | -0.046 | 0.44 | 0.39
CCCc1nnc(SCC(=O)N2C(C)CCCC2C)n1CC1CCCO1 (stereo not drawn) | i | -9 | -7.5% | -12 | -6 | 1.4 | 1.2 | 4.4 | -8.6 | 1309 | 6.7% | 0.15 | 1230 | 4 | 789 | -0.53 | -0.0016 | 0.037 | 0.19
CC(C)NS(=O)(=O)c1ccc(OCC(=O)N2CCCC2)c(Cl)c1 | i | 0 | -3.1% | -4 | 10 | 2.6 | 1.6 | 7.2 | -0.6 | 1134 | 0.9% | 0.64 | 849 | 17 | 832 | -0.15 | -0.26 | -0.16 | 0.66
CC(Sc1nc2c(cc1C#N)CCCCC2)C(=O)O (stereo not drawn) | i | -1 | -2.5% | -1 | 2 | 3.0 | 3.4 | 9.5 | -0.4 | 1079 | -0.1% | -0.07 | 1535 | 16 | 684 | -0.89 | -0.23 | -0.34 | 0.54
O=C(NC1CC1)c1cccc(Nc2ccc(-c3ccc4c(c3)OCCO4)nn2)c1 | i | -7 | -8.5% | -10 | 11 | 4.3 | 2.3 | 3.6 | . | . | . | -0.12 | 989 | 3 | 559 | -0.044 | -0.15 | -0.043 | 0.31
COC(=O)c1cc2n(n1)CCN(Cc1ccccc1F)C2=O | i | 29 | -2.2% | 52 | 14 | 1.8 | 1.9 | 8.6 | -2.6 | 1416 | -2.7% | 0.33 | 1202 | . | . | 0.56 | -0.18 | -0.022 | -0.044
O=C(Nc1ccc(F)cc1)Nc1ccccc1NS(=O)(=O)c1cccs1 | i | -5 | -4.9% | 5 | -1 | 3.9 | 2.4 | 2.2 | 0.9 | 1008 | -1.2% | -0.54 | 1345 | 7 | 690 | 0.11 | -0.25 | -0.047 | 0.076
CC1CCN(Cc2csc(N)n2)CC1 | i | 1 | -0.9% | 15 | 29 | 2.4 | 1.4 | 6.4 | 0.6 | 1232 | 9.3% | -0.17 | 898 | -1 | 826 | 1.1 | -0.14 | 0.79 | 0.24
CCN(CC)C(=O)CCc1nc2sc3c(c2c(=O)[nH]1)CCCC3 | i | -9 | -8.4% | -5 | -15 | 2.0 | 0.9 | 8.6 | -1.6 | 911 | 4.3% | 0.74 | 861 | 10 | 798 | 0.4 | -0.13 | 0.55 | -0.96
CC(C)(C)C1CCc2c(C(=O)NNC(=O)CCC(=O)O)csc2C1 (stereo not drawn) | i | 2 | 1.0% | -2 | -12 | 2.7 | 2.9 | 11 | -0.3 | 586 | -2.6% | 0.86 | 1222 | 5 | 713 | 0.029 | -0.27 | -0.36 | -0.27
COc1ccccc1C(c1nnnn1C(C)(C)C)N1CCCCCC1 (stereo not drawn) | i | 15 | -8.0% | 7 | -5 | 2.2 | 2.2 | 7.1 | -2.8 | 1003 | -0.8% | . | . | . | . | 0.75 | -0.083 | 0.37 | -1.1
CC(C)Sc1nc2ccccc2n1CC(=O)NCc1ccc2c(c1)OCO2 | i | 0 | -4.8% | -4 | 68 | 2.9 | 1.4 | 7.6 | 2.4 | 1362 | 0.0% | 0.08 | 1443 | . | . | -0.21 | -0.25 | -0.93 | 1
COc1ccc(-c2noc(N3CCC(C(=O)N4CCN(c5ccccn5)CC4)CC3)n2)cc1 | i | 17 | -1.3% | 22 | 20 | 3.2 | 2.8 | 6.3 | -0.4 | 861 | 0.6% | -1.3 | 738 | . | . | 0.012 | -0.36 | 0.34 | 0.58
NC(=S)n1[nH]c(-c2ccccc2)c(N=Nc2ccccc2C(=O)N2CCOCC2)c1=O | i | 3 | -9.6% | -8 | -5 | 1.7 | 0.9 | 8.0 | 1.7 | 952 | -1.6% | -0.17 | 1314 | -2 | 593 | 0.57 | -0.071 | 0.34 | -0.013
CSc1ncccc1C(=O)OCC(=O)N(C)C1CCS(=O)(=O)C1 (stereo not drawn) | i | -2 | 2.2% | 0 | 18 | 1.7 | 1.4 | 2.7 | -0.8 | 1101 | 0.5% | -0.37 | 1304 | 10 | 774 | -1.2 | -0.26 | -0.37 | 0.6
O=C(c1ccc(Cl)c(Cl)c1)N1CCC(=O)N(C(COCc2ccc(Cl)cc2)Cc2ccccc2)CC1 (stereo not drawn) | i | -9 | -14% | 45 | -12 | 4.7 | 2.4 | 12 | . | . | 2.7% | . | . | -36 | 670 | -0.29 | -0.27 | 0.16 | 0.51
CCC(CC)C(=O)c1c[nH]c(C(=O)NCCCN2CCOCC2)c1 | i | 5 | -0.7% | 82* | 1.0* | 2.0 | 2.2 | 0.3 | -0.6 | 1268 | -0.9% | -0.19 | 1628 | . | . | 0.21 | -0.22 | -0.13 | 0.43
CN1CCOCCOCCOCCN(C)C1=S | i | 0 | -12% | -18 | 9 | 0.8 | 1.7 | 6.2 | 2.9 | 972 | 0.4% | -0.1 | 1596 | 0 | 696 | -0.32 | -0.25 | 0.13 | 0.89
